# Screening data: PubChem BioAssay, National Center for Advancing Translational Sciences (NCATS)
# aSyn rescue – alpha-synuclein toxicity inhibition in yeast. actives 0.14% (n = 370,000). Yeast expressing alpha-synuclein, growth rescue, BacTiter-Glo, 24 h. Potency, µM (titrated, usually from 46.1 µM), for inactives: at the top dose growth rescue (activation), most hits filed as activators; note: % of control where 0% means no effect; nearly all actives have a fitted effect of over 65% in size
#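 Rescue of yeast growth: cells expressing toxic alpha-synuclein, induced in galactose at OD600 0.02, incubated with compound 24 h at 30 C. ATP luminescence quantified growth; inhibitors of toxicity appear as activators.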
# EPAC2 agonist – EPAC2 (human) agonism; Q8WZA2; EPAC2 activation, biochemical qHTS; response scale: 100% = 6.5 mM cAMP response; Potency, µM (titrated, usually from 154 µM), for inactives: top-dose activation, most hits filed as activators; actives 0.079% (n = 360,000); AID 720711; note: nearly all actives have a fitted effect of over 50% in size
# Target sequence (Q8WZA2 whole entry, looked up): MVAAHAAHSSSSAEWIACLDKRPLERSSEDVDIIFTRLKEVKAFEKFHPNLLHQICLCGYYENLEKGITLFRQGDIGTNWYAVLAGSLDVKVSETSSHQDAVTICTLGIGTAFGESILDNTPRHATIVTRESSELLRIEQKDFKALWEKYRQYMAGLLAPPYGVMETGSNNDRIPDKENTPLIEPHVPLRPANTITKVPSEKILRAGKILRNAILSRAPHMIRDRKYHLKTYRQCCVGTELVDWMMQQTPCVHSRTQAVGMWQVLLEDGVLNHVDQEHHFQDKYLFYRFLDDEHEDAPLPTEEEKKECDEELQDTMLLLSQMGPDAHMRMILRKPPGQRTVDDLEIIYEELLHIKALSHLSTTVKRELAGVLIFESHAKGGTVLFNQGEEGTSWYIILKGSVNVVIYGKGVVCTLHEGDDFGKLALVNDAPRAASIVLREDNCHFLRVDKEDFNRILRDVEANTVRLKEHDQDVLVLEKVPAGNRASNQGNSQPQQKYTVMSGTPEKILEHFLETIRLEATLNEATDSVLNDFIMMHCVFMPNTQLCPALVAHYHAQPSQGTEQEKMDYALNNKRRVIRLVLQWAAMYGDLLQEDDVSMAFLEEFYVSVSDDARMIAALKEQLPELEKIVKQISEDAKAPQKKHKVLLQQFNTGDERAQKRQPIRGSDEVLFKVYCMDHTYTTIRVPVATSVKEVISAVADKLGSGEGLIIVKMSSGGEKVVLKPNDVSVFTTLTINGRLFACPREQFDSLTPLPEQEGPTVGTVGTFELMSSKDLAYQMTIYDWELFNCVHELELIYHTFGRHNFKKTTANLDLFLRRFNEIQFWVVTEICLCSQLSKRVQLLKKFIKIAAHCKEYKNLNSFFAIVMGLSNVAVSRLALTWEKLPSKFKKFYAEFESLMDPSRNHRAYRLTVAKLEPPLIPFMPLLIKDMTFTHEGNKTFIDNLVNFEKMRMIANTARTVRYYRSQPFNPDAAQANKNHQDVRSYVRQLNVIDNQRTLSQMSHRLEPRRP
#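 Each well held 100 nM EPAC2, 250 nM RAP1B-BODIPY-GDP and 50 uM GDP. Fluorescence, read at 5-min intervals to 30 min, was referenced to a 6.5 mM cAMP positive control.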
# PTHR1 ag – agonists of human PTHR1 parathyroid hormone receptor; actives 0.075% (n = 410,000); Potency, µM (highest dose often 115 µM), for inactives: top-dose activation, actives largely listed as activators; Q03431; HEK293 GP2 PTHR1 cells, GloSensor cAMP luminescence, 1 h; note: nearly all actives have a fitted effect of over 55% in size; some results filed as inactive show a strong effect at the top dose; inactives centre near -15; many of its hits are not listed in these tables
#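 HEK-293-derived GP2 cells expressing PTHR1 and a GloSensor cAMP reporter, 3,000/well, plated overnight, given luciferin plus IBMX (each 0.5 mM as added) for 1 h at 37 °C, then compound for 1 h at 37 °C. Luminescence was read after 15 min at room temperature.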
# EPAC2 antagonist – antagonists of human EPAC2 | EPAC2 GEF exchange of Rap1B-BODIPY-GDP, fluorescence | Potency, µM (series often up to 114 µM), inactives show at the highest dose activity, negative = inhibition, hits mostly inhibitors | actives 0.18% (n = 360,000) | Q8WZA2; note: % is set by controls: 0 for no effect and ±100 for the full control effect; nearly all actives have a fitted effect of over 45% in size; many of its hits are not listed in these tables
# FUS suppressor – rescues growth of FUS-expressing yeast; S. cerevisiae FUS-expressing, growth rescue, OD600, 24 h; Potency, µM (doses to about 76.6 µM), inactives show at the highest dose growth rescue (activation), hits mostly activators; actives 0.24% (n = 390,000); AID 1347120;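 note: plate controls were DMSO vehicle for no effect and reference control for full effect; nearly all actives have a fitted effect of over 55% in size; some results filed as inactive show a strong effect at the top dose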
#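 Restored growth of FUS-toxic S. cerevisiae, read as 600 nm absorbance after 24 h at 30C in galactose medium (starting OD 0.005). Controls CP55940 and DMSO.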
# EPAC1 agonist – agonists of human EPAC1 | O95398 | EPAC1 agonist qHTS, biochemical assay; response scale: 100% = response to 6.5 mM cAMP | Potency, µM (highest dose often 154 µM), without a hit: top-dose activation, usual class: activators | actives 0.073% (n = 360,000) | AID 720707; note: nearly all actives have a fitted effect of over 60% in size
#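 Compounds were pinned as a concentration titration into mixtures of EPAC1 (100 nM), BODIPY-GDP-loaded Rap1B (250 nM) and GDP (50 uM). After 5 min at room temperature, fluorescence was followed for 30 min; activity was scaled to 6.5 mM cAMP.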
# TDP43 rescue – TDP-43 toxicity inhibition in yeast; TDP-43 expressing yeast growth rescue, BacTiter-Glo, 24 h; Potency, µM (titrated, usually from 46.1 µM), for inactives: at the highest dose growth rescue (activation), most hits filed as activators; actives 1.8% (n = 410,000); note: % of control where 0% means no effect; nearly all actives have a fitted effect of over 50% in size
#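 Luminescence from BacTiter-Glo reports growth of TDP-43-expressing yeast after 24 hr at 30 deg C with compound. Cells were raffinose-pregrown to mid-log, then seeded in galactose medium at OD600=0.02.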
# EPAC1 antag – EPAC1 (human) antagonism. EPAC1 GEF assay, Rap1b-BODIPY-GDP exchange fluorescence. Potency, µM (top dose mostly 115 µM), inactives show at the top dose activity change, negative = inhibition, usual class: inhibitors. actives 0.14% (n = 360,000);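 note: plate controls were vehicle for no effect and positive control for full effect; nearly all actives have a fitted effect of over 50% in size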
# * marks the source's active call; other numbers are inactive results; i = inactive; u = inconclusive; x = no result given; [ ] = dose if it differs, or a comment. Calls come from the whole dose curve; as a rule, active = well fitted curve in the direction sought with a large enough effect; inconclusive = small, poorly fitted or top-dose-only effect, or another doubt; inactive = no such curve, though single readings can be large; an effect the other way counts as inactive or inconclusive. Potency is the fitted concentration of half-maximal effect. A portion of the library; rates above refer to the full screens.
Structure | aSyn rescue | EPAC1 agonist | EPAC1 antag | FUS suppressor | TDP43 rescue | EPAC2 antagonist | PTHR1 ag | EPAC2 agonist
COc1ccc(C(=O)OCC(=O)N2CCOCC2)cc1S(=O)(=O)N1CCOCC1 | 1% | 10% | -27% | -13% | 15% | -17% | i | 1%
CC(=O)c1ccccc1OCCCN1CCCCC1 | -9% | -4% | -3% | u | 1% | 16% | i | 3%
COc1ccc(NC(=S)N(CCCN2CCOCC2)C(C)c2cc3ccccc3o2)cc1 (configuration not stated) | 4% | -10% | 0% | 5% | 14% | -2% | -3% | 6%
CCCNC(=O)c1cc(C2CCCN(C(=O)c3ccc4ccccc4c3)C2)on1 (configuration not stated) | -3% | -13% | -18% | 25% | 5% | -10% | -17% | 12%
O=C(OCC(=O)c1cccs1)c1ccc([N+](=O)[O-])o1 | 4% | 8% | -3% | -25% | u | 1% | i | 0%
O=c1nccc(N/N=C/c2ccccc2O)[nH]1 | -1% | 0% | -26% | 2% | 4% | 2% | i | 4%
COc1ccc(S(=O)(=O)N2CCCCCC2)cc1C(=O)N(C)CCOc1ccc(Cl)cc1 | -1% | 8% | -22% | u | -18% | -25% | -29% | 5%
O=C(COC(=O)c1ccc(S(=O)(=O)N2CCCC2)cc1)Nc1ccc(F)cc1F | -3% | 2% | 7% | 6% | -18%[1.82 µM] | -5% | i | -1%
O=C(Nc1cccc(Cl)c1)N1CCN(C/C=C/c2ccccc2)CC1 | x | 8% | -2% | -6% | 2% | -15% | -17% | 9%
NC(=O)C1CCN(C(=O)COc2ccc3c4c(c(=O)oc3c2)CCC4)CC1 | -6% | 2% | -1% | -10% | u | 1% | -24% | 8%
COc1ccc(/C=N\NC(=O)c2ccccc2F)cc1COc1ccc(F)cc1 | 0% | 2% | -27% | -20% | 1% | 2% | -5% | -2%
Cc1ccc(NC(=O)C(C)OC(=O)CCNS(=O)(=O)c2ccc(C)cc2)cc1 (configuration not stated) | 1% | -5% | -9% | 15% | -21% | -20% | i | 7%
COc1ccc(NC(=O)C2Cc3c(-c4ccc(NC(C)=O)cc4)ccnc3O2)cc1OC (configuration not stated) | 1% | -4% | 7% | 10% | 24% | 5% | i | 1%
CCOc1ccc(C(c2c(C)n(C)n(-c3ccccc3)c2=O)c2c(C)n(C)n(-c3ccccc3)c2=O)c(O)c1 | -12% | 2% | 8% | 13% | -4% | -1% | -1% | 10%
Cc1cc2ccc(C)c(C)c2nc1SCC(=O)c1cccs1 | 10% | 15% | 7% | -2% | 0% | 4% | i | 10%
CN(c1ccccc1C(=O)NC1CCCCC1)S(=O)(=O)c1ccccc1 | -8% | -5% | -23% | 2% | -5% | -3% | i | 4%
COc1cc(C(=O)NC(=S)N2CCN(C)CC2)cc(OC)c1OC | 5% | 10% | -7% | -2% | 3% | 2% | i | 2%
Cc1cc(C)n(C(=O)CSc2ccc(Cl)cc2)n1 | x | -7% | -2% | -10% | 1% | 9% | i | 0%
COC(=O)CNS(=O)(=O)c1ccc(OC)cc1 | 1% | -11% | -8% | -1% | 7% | 5% | -31%[inhibitor] | -7%
COC(=O)CN1C(=S)N(c2ccc(F)cc2)C(=O)C1CC(=O)Nc1ccccc1 (configuration not stated) | 4% | 0% | -15% | 4% | -2% | -29% | i | -1%
CCc1nc2ccc(C(=O)NCCCN3CCCC3=O)cn2c1N(C)C(=O)C1CCCCC1 | 8% | 9% | -7% | -9% | 10% | 2% | -30% | 4%
CC1CCCCN1C(=O)CSc1nc(-c2ccccc2)cn1N (configuration not stated) | -6% | -5% | 6% | 22% | 1% | 6% | -26% | 7%
O=C(/C=C/c1ccc(F)cc1)NC(=S)N1CCN(c2ccccn2)CC1 | -3% | 10% | 5% | 11% | -8%[1.82 µM] | -7% | -4% | 1%
COc1ccc(/C=N/NC(=O)CC(=O)NCc2cccnc2)c(OC)c1 | -10% | 7% | -10% | 14% | 14% | 2% | i | 10%
COc1ccccc1CC(=O)O/N=C(\N)c1ccccn1 | 10% | -1% | -12% | -3% | u | 5% | -28% | 5%
COc1ccc(NC(=O)c2cn(C)c(=O)c3cc(OC)c(OC)cc23)c(OC)c1 | 1% | 1% | -1% | -16% | 14% | -1% | i | 6%
O=C(CCCn1c(=O)c2cccn2c2cccnc21)NCc1cccc(Br)c1 | -14% | -1% | 10% | -7% | -4% | -1% | -50%[inhibitor] | -1%
Cc1cc(NC(=O)CSc2nc3c(cnn3-c3cccc(Cl)c3)c(=O)[nH]2)no1 | 2% | 1% | -6% | -5% | 18% | 1% | -13% | -2%
CC1=C(C(=O)N(C)C)CC(CC(=O)NCCCCc2ccccc2)C(=O)N1Cc1ccc(F)cc1 (configuration not stated) | 2% | -9% | 7% | 20% | 25% | 3% | -31% | -4%
COc1ccc(NC(=O)COc2ccccc2Cl)cc1S(=O)(=O)N1CCCCC1 | 12% | -1% | 1% | 45% | 29% | 0% | -95%[inhibitor] | 15%

# 10 entries from above, with two lines to a compound.
# The line under a structure holds: aSyn rescue | EPAC1 agonist | EPAC1 antag | FUS suppressor | TDP43 rescue | EPAC2 antagonist | PTHR1 ag | EPAC2 agonist
- COc1ccc(C(=O)OCC(=O)N2CCOCC2)cc1S(=O)(=O)N1CCOCC1
    1% | 10% | -27% | -13% | 15% | -17% | i | 1%
- CC(=O)c1ccccc1OCCCN1CCCCC1
    -9% | -4% | -3% | u | 1% | 16% | i | 3%
- COc1ccc(NC(=S)N(CCCN2CCOCC2)C(C)c2cc3ccccc3o2)cc1 (configuration not stated)
    4% | -10% | 0% | 5% | 14% | -2% | -3% | 6%
- CCCNC(=O)c1cc(C2CCCN(C(=O)c3ccc4ccccc4c3)C2)on1 (configuration not stated)
    -3% | -13% | -18% | 25% | 5% | -10% | -17% | 12%
- O=C(OCC(=O)c1cccs1)c1ccc([N+](=O)[O-])o1
    4% | 8% | -3% | -25% | u | 1% | i | 0%
- O=c1nccc(N/N=C/c2ccccc2O)[nH]1
    -1% | 0% | -26% | 2% | 4% | 2% | i | 4%
- COc1ccc(S(=O)(=O)N2CCCCCC2)cc1C(=O)N(C)CCOc1ccc(Cl)cc1
    -1% | 8% | -22% | u | -18% | -25% | -29% | 5%
- O=C(COC(=O)c1ccc(S(=O)(=O)N2CCCC2)cc1)Nc1ccc(F)cc1F
    -3% | 2% | 7% | 6% | -18%[1.82 µM] | -5% | i | -1%
- O=C(Nc1cccc(Cl)c1)N1CCN(C/C=C/c2ccccc2)CC1
    x | 8% | -2% | -6% | 2% | -15% | -17% | 9%
- NC(=O)C1CCN(C(=O)COc2ccc3c4c(c(=O)oc3c2)CCC4)CC1
    -6% | 2% | -1% | -10% | u | 1% | -24% | 8%

# Next entries.
Structure | aSyn rescue | EPAC1 agonist | EPAC1 antag | FUS suppressor | TDP43 rescue | EPAC2 antagonist | PTHR1 ag | EPAC2 agonist
CNc1oc(Cc2cccc3ccccc23)nc1C#N | -15% | 5% | -21% | 11% | 9% | -5% | u | -7%
Brc1ccc(-c2nc(-c3cccnc3)no2)o1 | 9% | -3% | 5% | 17% | u | 10% | i | 15%
COc1ccc(C=CC(=O)c2cc(O)ccc2O)cc1 | 7% | -3% | -7% | -8% | u | -9% | -15% | 9%
Cc1ccc(S(=O)(=O)N(C)C[C@@H]2OCc3ccccc3-c3c(n(C)c4ccccc34)C(=O)N([C@H](C)CO)C[C@@H]2C)cc1 | 2% | 2% | -7% | u | 26% | -1% | -19% | -5%
COc1ccc(/C=N\NC(=O)CCc2c(C)n[nH]c2C)c(OC)c1OC | -9% | 10% | 7% | 6% | 7% | -4% | i | 5%
COc1ccccc1NC(=O)CCC(=O)Nc1nnc(C2CCCCC2)s1 | 2% | 5% | -12% | 7% | -13% | 3% | -56%[inhibitor] | -2%
CCOc1ccc(CCNS(=O)(=O)c2ccc3c(c2)NC(=O)CC(=O)N3)cc1OCC | -5% | 2% | -27% | 2% | -11% | 1% | i | 6%
O=C(CN1C(=O)c2ccccc2C1=O)c1ccc(F)cc1 | 1% | 8% | -10% | 7% | 17% | -20% | -13% | 12%
CCN(C(=O)CN1CCN(c2ccccc2O)CC1)c1c(N)n(Cc2ccccc2)c(=O)[nH]c1=O | -6% | 4% | -1% | -22% | -3% | 6% | -17% | u
COc1ccc(C2(c3ccc(OC(C)=O)cc3OC(C)=O)CC(c3ccccc3)NC(=S)N2)cc1 (configuration not stated) | 0% | -7% | u | u | -13% | 2% | -55%[inhibitor] | 5%
Cc1ccc(Cl)cc1NC(=O)CN1C(=O)NC(C)(C2CC2)C1=O (configuration not stated) | -5% | 1% | 12% | -9% | 5% | 8% | 0% | 3%
O=C(CS(=O)(=O)c1cccc2nsnc12)Nc1ccccc1 | 3% | x | x | -18% | 0% | x | -37%[inhibitor] | x
Cc1nn(C)c(C(=O)N/N=C/c2cccnc2)c1Cl | -6% | 1% | -2% | 6% | -3% | -3% | -17% | -1%
Cc1cc(-c2nnco2)c(C)n1-c1ccccc1 | 1% | -3% | -2% | -30% | u | 1% | -33%[inhibitor] | 5%
CCn1c(=O)n(CC)c2cc(S(N)(=O)=O)c(C)cc21 | -11% | 8% | -1% | 14% | -7% | -2% | i | 1%
C[C@]12CC[C@@H]3c4ccc(O)cc4CC[C@H]3[C@@H]1CC[C@@H]2OC(=O)CCC1CCCC1 | -6% | -4% | -14% | -11% | 16% | 15% | i | -6%
O=C1CNC(=O)/C(=C/c2cccs2)N1 | -1% | 18% | -13% | 8% | -17%[9.22 µM] | 1% | -2% | 17%
Cc1ccc([C@H]2C[C@@H](n3cc(C4CC4)nn3)[C@H](O)CN2C(=O)c2cccs2)cc1 | 0% | 4% | 6% | -22% | 10% | 7% | 1% | 7%
O=C(CSc1n[nH]c(-c2ccccc2)n1)NCc1cccc(C(=O)O)c1 | -7% | -2% | -29% | 5% | -13% | 1% | i | 7%
CC1=CC2=NC(=O)/C(=C\c3cccn3CCOc3cc(C)cc(C)c3)C(=N)N2O1 | 9% | 10% | -5% | 21% | u | -10% | -4% | -3%
O=C(NCC1(N2CCCCC2)CCCCC1)c1ccc(NS(=O)(=O)c2ccccc2)cc1 | 3% | 5% | 3% | -1% | 19% | -1% | -9% | -7%
Cn1c(-c2ccsc2)c(-c2cccs2)c2cc(-c3cccc4[nH]ccc34)ccc21 | 1% | -23% | 12% | 5% | 21% | 10% | i | -8%
Cc1ccc(C(=O)Nc2ccc(Cl)cc2C(F)(F)F)c(Cl)c1 | -3% | -17% | 5% | -2% | -12% | 6% | -3% | -9%
CC(C)(C)C(=O)OCc1nc(-c2ccc(Cl)cc2)cs1 | -19% | 4% | -11% | -5% | 20% | -5% | -42% | -2%
